DNMT1 inh: DNMT1 (human) enzyme inhibition | P26358 | DNMT1 molecular beacon, Hinp1I cleavage, fluorescence | inhibition (reported as % activation of signal), % at 10 µM | 360,000 tested, 0.83% active; in the data active = inhibition above about 50%
Tb MetRS inh: Trypanosoma brucei MetRS inhibition. purified T. brucei MetRS, ATP depletion, Kinase-Glo luminescence. inhibition, % at 11.9 µM. 360,000 tested, 0.4% active. AID 624268;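 active = inhibition above a per-plate cutoff of the control wells' mean inhibition plus 3 SD, cut at about 5.5% in these data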;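 note: 0% = DMSO wells median and 100% = median of wells with control inhibitor compound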
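Test system – parasite MetRS enzyme · Reagent – substrates ATP, L-methionine and bulk Escherichia coli tRNA · Doses – 11.9 µM compound single dose, 0.9% DMSO · Times – 15 min enzyme-compound preincubation, 2 h reaction, 10 min detection, 25 °C · Signal – Kinase-Glo luminescence, ATP depletion format · Controls – DMSO-only wells as low control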
CSN deneddyl inh: CSN deneddylation inhibition; Q92905; Purified CSN, SCF-Nedd8-OG deneddylation, fluorescence polarization; inhibition, % at 12.5 µM; 360,000 tested, 0.38% active;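 active = pattern-corrected inhibition above about 35%, with an unprinted fluorescence ratio check between 0.5 and 1.5, limit read from the data, passing the limit was not always enough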;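 note: 0% = enzyme with substrate and 100% = substrate without enzyme; some results filed as inactive read as strong as hits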
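Test system: purified human Csn5 enzyme expressed in HEK293T cells. Amount: 0.24 nM enzyme. Reagent: SCFSkp2-Nedd8OG substrate at 10 nM final. Schedule: 90 min incubation of compound, enzyme and substrate at room temperature. Detection: fluorescence polarization. Read-out: % inhibition of substrate cleavage by Csn5.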
Scp-1 inhibitor: inhibitors of human Scp-1 phosphatase; Q9GZU7; Recombinant Scp1, phosphopeptide, malachite green phosphate absorbance; inhibition, % at 20 µM; 340,000 tested, 0.88% active;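 active = inhibition above about 50% at 20 µM, limit read from the data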;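 note: plate controls were DMSO wells with enzyme for no effect and wells lacking enzyme for full effect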
Target sequence (Q9GZU7 76-261 limits assumed): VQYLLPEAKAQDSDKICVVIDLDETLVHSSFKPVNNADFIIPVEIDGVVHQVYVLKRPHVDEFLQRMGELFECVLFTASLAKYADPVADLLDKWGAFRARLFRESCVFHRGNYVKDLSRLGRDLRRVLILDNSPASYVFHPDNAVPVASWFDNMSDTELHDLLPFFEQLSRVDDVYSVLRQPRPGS
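Times: enzyme reaction 45 min at room temperature, colour 5 min, stabilisation 30 min. Material: SCP-1 catalytic fragment, aa 76-261. Medium: Acidic Tris acetate buffer with magnesium and detergent. Signal: colorimetric free-phosphate detection, absorbance 630 nm. Read-out basis: % inhibition of SCP-1 phosphate liberation. Reagent: Phosphorylated 17-residue peptide substrate.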
STEP block: STEP (human) phosphatase inhibition; P54829; 360,000 tested, 0.25% active; recombinant STEP, OMFP fluorogenic substrate, fluorescence; inhibition, % at 20 µM;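 active = inhibition at 20 µM, scaled per plate between control wells, above about 37%, limit read from the data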;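 note: 0% = DMSO with enzyme and substrate and 100% = substrate only without enzyme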
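material = STEP tyrosine phosphatase | reagent = fluorogenic phosphatase substrate OMFP at 25 µM final | doses = single compound dose of 20 µM, 1% DMSO final | schedule = 20 min reaction, room temperature, in the dark | measured by = fluorescence, 480/540 nm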
Rpn11 inh: inhibitors of human proteasome Rpn11. human 26S proteasome, Ub4-pepOG fluorescence polarization; 20S core pre-blocked with epoxomicin. calls only at 20 µM. 360,000 tested, 0.59% active;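 active = inhibition at 20 µM, scaled to each plate's controls, above about 33%, limit read from the data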
Target sequence (O00487 whole entry, looked up): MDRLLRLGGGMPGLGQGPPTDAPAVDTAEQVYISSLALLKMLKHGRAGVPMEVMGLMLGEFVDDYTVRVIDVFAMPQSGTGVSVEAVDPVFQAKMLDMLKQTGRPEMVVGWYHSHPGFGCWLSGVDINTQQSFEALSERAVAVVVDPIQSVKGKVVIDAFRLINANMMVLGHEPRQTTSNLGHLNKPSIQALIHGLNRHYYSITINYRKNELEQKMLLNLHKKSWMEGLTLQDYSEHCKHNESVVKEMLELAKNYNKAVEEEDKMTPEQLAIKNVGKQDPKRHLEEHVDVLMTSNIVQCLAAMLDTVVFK
MsrA inhibitor: inhibitors of bovine MsrA. inhibition, % at 15.5 µM. purified bovine MsrA, absorbance read-out. 360,000 tested, 0.75% active. AID 651718; in the data active = inhibition above about 4.5%;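 note: 0% = vehicle wells with enzyme and 100% = reference inhibitor wells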
SUMO1 PPI mod: modulators of human SUMO1-mediated protein-protein interactions | SUMO1 binding to a labelled peptide, TR-FRET, 1 h | inhibition, % at 20 µM | 360,000 tested, 0.33% active; in the data active = inhibition above about 37%
Target sequence (P63165 whole entry, looked up): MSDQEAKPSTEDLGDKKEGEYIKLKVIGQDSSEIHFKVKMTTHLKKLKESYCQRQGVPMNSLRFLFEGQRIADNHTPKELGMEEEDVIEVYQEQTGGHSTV
NadD inh: NadD (S. aureus) enzyme inhibition. purified NadD enzyme, colorimetric absorbance read-out. inhibition, % at 20 µM. 360,000 tested, 0.78% active. AID 602399; in the data active = inhibition above about 26%; note: some compounds past the cut are filed as inactive
LMPTP inh: LMPTP (human) inhibition. 360,000 tested, 0.22% active. recombinant LMPTP-A, OMFP fluorogenic substrate, fluorescence intensity. P24666. inhibition, % at 20 µM;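 active = compounds that cut the enzyme signal by at least half of the control window in the single-dose screen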;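 note: plate controls were DMSO wells with enzyme plus substrate for no effect and substrate without enzyme for full effect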
Target sequence (P24666 whole entry, looked up): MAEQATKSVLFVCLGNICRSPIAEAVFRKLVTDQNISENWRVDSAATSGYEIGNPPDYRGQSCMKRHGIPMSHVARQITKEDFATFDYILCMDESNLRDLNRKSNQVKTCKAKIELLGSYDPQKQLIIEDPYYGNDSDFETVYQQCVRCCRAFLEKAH
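Assay system: LMPTP-A enzyme. Input: 0.625 nM LMPTP-A final. Probe or stimulus: 400 µM OMFP. Compound dosing: single 20 µM dose. Schedule: 50 min dark incubation at room temperature. Detection: fluorescence intensity of OMFP turnover product. Read-out: percent inhibition versus substrate-only and uninhibited controls. Benchmarks: no-enzyme low control, uninhibited high control.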
* hit, by the source's call; i = inactive; . = no result given; + = active, no number; & = joins results of further samples; ! = a repeat was not active.

SMILES	DNMT1 inh	Tb MetRS inh	CSN deneddyl inh	Scp-1 inhibitor	STEP block	Rpn11 inh	MsrA inhibitor	SUMO1 PPI mod	NadD inh	LMPTP inh
Cc1cnc(C(=O)OC(C)C(=O)NCc2ccccc2)cn1 (centres undefined)	0	-0.4	-4	-1	-1	i	2.0	2	-4	-1.9
N#Cc1cc2cc3c(cc2nc1SCC(=O)N1CCCC1)OCCO3	3	-0.9	1	-3	-2	i	.	-31	-7	0.0
O=C(Cn1cnc2cc([N+](=O)[O-])ccc2c1=O)Nc1cccc(S(=O)(=O)N2CCOCC2)c1	-4	0.9	-7	-4	1	i	-0.9	-14	9	0.8
CCOC(=O)c1cnc2c(-c3ccccc3)c(C)nn2c1N	1	-1.3	-6	1	2	i	-0.2	0	-2	-1.2
CCc1nc2ccc(C(=O)Nc3ccc(OC)c(OC)c3)cn2c1N(CC)Cc1ccc(OC)c(OC)c1	-3	-0.1	3	.	2	i	-1.2	3	6	-2.4
COc1ccc(Cn2nnnc2CN(CCCN2CCOCC2)Cc2cc3cc(OC)ccc3[nH]c2=O)cc1	-1	-0.5	0	-6	-1	i	2.3	-5	-12	-0.2
CCOCCCNCc1cc(Cl)cc(Cl)c1OCC	1	0.0	5	-4	-5	i	-1.0	-1	-6	-2.0
OCC1(Cc2cccc(C(F)(F)F)c2)CCN(Cc2cc3ccccc3o2)CC1	-4	0.6	3	3	0	i	0.1	-1	1	0.4
CCOC(=O)C1(CCOc2ccccc2)CCN(Cc2cccc(OC)c2O)CC1	1	-0.5	-1	0	0	i	-0.9	6	0	0.1
COc1ccc(S(=O)(=O)Cc2ccccc2)cc1N	5	-0.3	-2	2	-2	i	-1.3	5	4	0.1
CCO[C@H]1OC(C(=O)N2CCCCCCC2)=C[C@@H](c2csc3ccccc23)[C@@H]1CCCO	-7	-0.3	1	-4	2	i	1.5	4	0	-1.6
COCCNC(=O)COC(=O)C1=Cc2ccccc2OC1	10	-0.6	3	-1	-2	i	0.5	-16	2	-0.6
CC(C)Cc1nnc(NC(=O)c2cccc(S(=O)(=O)N3CCN(C)CC3)c2)s1	1	-0.5	-8	1	-1	i	-0.1	0	0	0.4
O=C(Cn1ncc2c(=O)oc3ccccc3c21)N1CCN(c2ccccn2)CC1	0	-0.2	3	-6	3	i	-0.5	1	-3	-1.5
O=c1c2ccccc2c(-c2ccccc2)nn1Cc1ccccc1	-4	-0.4	-19	-8	5	i	1.5	-1	-8	1.4
CCOCCCNC(=O)C1CCN(S(=O)(=O)c2ccc(C)cc2)CC1	4	-0.7	1	-7	-8	i	0.7	-1	-2	-1.6
Cc1cc(C)c(C(=O)CSc2nnc(C)s2)c(C)c1	1	-0.9	-4	-9	-2	i	0.4	2	-7	0.3
CN(C)C(=O)N1CCC(C(=O)NCc2ccc(F)cc2Cl)CC1	2	-0.2	3	-11	0	i	-0.8	0	0	-2.2
Cc1cc(S(=O)(=O)Nc2ccc3c(c2)n(C)c(=O)n3C)ccc1F	-3	-0.1	0	-2	0	i	0.5	-3	-7	-0.5
COc1ccccc1C(=O)Nc1ccc(C)cc1C(=O)c1ccccc1	7	-0.6	-10	-12	-1	i	1.5	-4	-6	1.4

Compound profiles (already shown).
`N#Cc1cc2cc3c(cc2nc1SCC(=O)N1CCCC1)OCCO3` as listed: DNMT1 inh = 3; Tb MetRS inh = -0.9; CSN deneddyl inh = 1; Scp-1 inhibitor = -3; STEP block = -2; Rpn11 inh = i; MsrA inhibitor = .; SUMO1 PPI mod = -31; NadD inh = -7; LMPTP inh = 0.0
`O=C(Cn1ncc2c(=O)oc3ccccc3c21)N1CCN(c2ccccn2)CC1` as listed: DNMT1 inh = 0; Tb MetRS inh = -0.2; CSN deneddyl inh = 3; Scp-1 inhibitor = -6; STEP block = 3; Rpn11 inh = i; MsrA inhibitor = -0.5; SUMO1 PPI mod = 1; NadD inh = -3; LMPTP inh = -1.5

Next section.
SMILES	DNMT1 inh	Tb MetRS inh	CSN deneddyl inh	Scp-1 inhibitor	STEP block	Rpn11 inh	MsrA inhibitor	SUMO1 PPI mod	NadD inh	LMPTP inh
CC1CCCCC12NC(=O)N(CC(=O)Nc1nccs1)C2=O (centres undefined)	6	0.3	-1	-7	-1	i	0.1	0	3	-0.2
Clc1ccc(-c2ccc(CNCC3CCCO3)o2)cc1 (centres undefined)	1	0.2	1	-6	-2	i	0.3	-2	-5	-0.8
O=C(CSc1ncnc2c1cnn2-c1ccccc1Cl)N1CCN(C(=O)c2ccco2)CC1	2	0.0	-1	-7	-1	i	0.1	3	1	0.0
CCOc1ccccc1N(C(=O)c1snc(C(N)=O)c1N)C(CC)C(=O)NC1CCCC1 (centres undefined)	0	-0.8	-2	-10	-1	i	-0.4	-13	-10	0.7
CN(CC(=O)Nc1ccccc1Cl)C(=O)COC(=O)c1nc(Cl)c(Cl)c(Cl)c1Cl	8	-0.4	2	1	0	i	0.8	-11	-3	0.0
NC(c1ccccc1)c1csc(Nc2ccc(C(=O)NCCCO)cn2)n1 (centres undefined)	1	-0.2	-1	.	-2	i	1.8	2	-2	-0.8
COc1ccc(Cl)cc1NC(=O)Cn1c(C)csc1=O	-1	-0.1	-7	-6	0	i	-1.0	-2	2	0.1
O=C(OC1CCOC1=O)c1cccc(S(=O)(=O)Nc2cccc(Cl)c2)c1 (centres undefined)	-19	-1.3	2	-2	2	i	1.2	7	-4	-0.6
CCNC(=O)C(C)NC(=O)C1=NN(c2ccccc2)C(=O)CC1 (centres undefined)	1	-0.2	-3	3	-2	i	-0.1	0	-5	-0.9
CSc1ccccc1C(=O)NCCc1ccc(S(=O)(=O)N2CCCCC2)cc1	-1	-1.0	5	-9	-2	i	-0.3	-2	0	-0.2
COc1cccc(/C=C2\Sc3ccc(C(=O)NCC4CCCO4)cc3N(C)C2=O)c1 (centres undefined)	2	-0.1	3	-14	-1	i	3.5	-18	-9	0.8
CCN1CCN(Cc2cc(=O)oc3cc(C)cc(C)c23)CC1	9	0.3	3	-3	0	i	-0.2	-3	-2	-0.9
N#Cc1cnn(Cc2ccccc2)c1N	72*	-0.6	-3	-9	-2	i	-0.8	3	2	-4.6
COc1ccc(C(=O)OCC(=O)NCc2cccs2)c(OC)c1OC	-4	-0.2	-4	-4	2	i	-1.6	-1	-3	-0.7
CCOC(=O)CC(=O)c1[nH]c(C)c(C(=O)OCC)c1C	-1	0.0	3	-10	4	i	0.0	-4	1	0.5
Cn1cc(C(=O)Nc2ccc3c(c2)CCC3)cn1	-5	-0.1	-4	4	-3	i	-0.7	3	4	-0.1
CCOc1ccc(NC(=O)C(Cc2ccccc2)N2C(=O)c3cccc4cccc(c34)C2=O)cc1 (centres undefined)	29	-1.1	6	-2	3	i	0.8	-3	8	1.2
CCC(=O)N1CCc2cc(S(=O)(=O)Nc3ccc4c(c3)OCCO4)ccc21	1	-0.4	-1	-7	1	i	-1.7	1	7	-0.4
C[C@@H]1CN([C@@H](C)CO)C(=O)CCCn2nncc2CO[C@H]1CN(C)C(=O)Nc1ccc(-c2cccs2)cc1	-3	1.0	-4	.	0	i	-0.1	-7	3	-1.7
c1ccc2cc3[nH]c(CN4CCOCC4)nc3cc2c1	-4	6.6*	3	3	2	i	0.3	-10	-4	1.8
COc1ccc(C(C)=O)cc1COC(=O)CCCN1C(=O)c2ccccc2C1=O	-2	-1.1	0	-2	-3	i	-0.5	-5	-6	-0.7
O=C(CSc1nnc(N2CCCC2)n1-c1cccc(Cl)c1)N1CCN(c2ccccn2)CC1	-2	-0.1	5	.	1	i	-0.4	3	1	-0.3
C=CCOc1ccccc1CN1CCCC(CCC(=O)N(C)CCc2ccccn2)C1 (centres undefined)	2	-0.7	-1	-4	1	i	-1.1	3	-3	-1.1
COc1ccc([C@H]2C[C@@H](n3cc(C4CC4)nn3)[C@H](O)CN2CC2CCCCC2)cc1	7	-1.2	6	.	-1	i	-0.8	6	-2	0.2
CC1=Nc2ccc(C)cc2/C1=C/c1c(N)n2oc(C)cc2nc1=O	56*!	0.5&-0.2	18&26	-4&-6	6&-3	+	0.8&-1.1	5&1	0&-6	16&15
COc1ccc([N+](=O)[O-])cc1NC(=O)C(C)Sc1nc(-c2ccccc2)cs1 (centres undefined)	-3	-0.2	-1	-17	0	i	-1.2	-3	1	2.0
COC(=O)c1ccc(C2Nc3ccc(/C(C)=N/NC(=O)C(OC)c4ccccc4)cc3C3C=CCC32)cc1 (centres undefined)	-37	-1.4	6	2	3	i	0.3	-1	25	3.7
Cc1ccc(Cc2c(-c3ccc(C)cc3)nc3c(Cl)cc(C(F)(F)F)cn23)cc1	3	0.5	8	.	0	i	.	-2	11	0.6
O=C1c2ccccc2C(=O)C12Cc1ccccc1N1CCN(c3ccccc3)CC12 (centres undefined)	-4	-1.0	-1	5	-1	i	-1.6	-10	8	1.5
CCNC(=O)c1cc(S(=O)(=O)N(C)C)c(Cl)cc1Cl	0	-1.3	3	5	-5	i	1.9	1	3	0.7
CCc1noc(C)c1C(=O)OCC(=O)c1ccc(OC)c(OC)c1	-2	-0.3	-4	-8	1	i	-0.3	-5	-7	-0.9
Cc1cc(C)cc(NC(=O)CCCn2nc(C)c3c(C)n(-c4ccccc4)nc3c2=O)c1	2	0.0	-2	-7	-1	i	-0.8	7	-3	-1.3
Cc1cc(C)c(S(=O)(=O)Nc2ccc3c4c(cccc24)CC3)c(C)c1	-9	-0.4	5	-9	3	i	-0.7	0	8	3.0
CCc1nc(Nc2cc(OC)ccc2OC)c2oc3ccccc3c2n1	-2	-1.0	2	-6	2	i	2.1	-12	-4	1.1
COC(=O)CCCn1cc(CN(C)C2CN(Cc3cn(CCCC(=O)OC)nn3)S(=O)(=O)C2)nn1 (centres undefined)	.	-0.2	-4	.	.	.	-0.9	3	-3	-0.8
O=C1SCC(c2ccccc2)=NN1Cc1ccccc1	-6	0.8	-2	-10	-3	i	0.5	-1	-3	0.7
Clc1ccc(Cc2noc(CN3CCN(c4ccccc4)CC3)n2)c(Cl)c1	0	-0.6	2	-4	0	i	0.1	-2	-8	1.7
N#CC(c1ccccc1)c1cnccn1 (centres undefined)	9	-0.3	-2	-10	5	i	0.1	-5	3	-2.2

In a second layout: entries from further up
Order of results: DNMT1 inh	Tb MetRS inh	CSN deneddyl inh	Scp-1 inhibitor	STEP block	Rpn11 inh	MsrA inhibitor	SUMO1 PPI mod	NadD inh	LMPTP inh
> COc1ccc([N+](=O)[O-])cc1NC(=O)C(C)Sc1nc(-c2ccccc2)cs1 (centres undefined)
→ -3	-0.2	-1	-17	0	i	-1.2	-3	1	2.0
> COC(=O)c1ccc(C2Nc3ccc(/C(C)=N/NC(=O)C(OC)c4ccccc4)cc3C3C=CCC32)cc1 (centres undefined)
→ -37	-1.4	6	2	3	i	0.3	-1	25	3.7
